Assay outcomes from PubChem.
GPR7 antagonist: antagonists of human GPR7 (neuropeptides B/W receptor 1) | GPR7-expressing cells, fluorescence antagonist assay | 1.1% of 290,000 active | P48145 | inhibition, % at 4.4 µM; in the data active means inhibition above about 16%, passing the limit was not always enough;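 further: cells stimulated with the agonist NPW; 0% = agonist with vehicle and 100% = vehicle without agonist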
Target sequence (P48145 whole entry, looked up): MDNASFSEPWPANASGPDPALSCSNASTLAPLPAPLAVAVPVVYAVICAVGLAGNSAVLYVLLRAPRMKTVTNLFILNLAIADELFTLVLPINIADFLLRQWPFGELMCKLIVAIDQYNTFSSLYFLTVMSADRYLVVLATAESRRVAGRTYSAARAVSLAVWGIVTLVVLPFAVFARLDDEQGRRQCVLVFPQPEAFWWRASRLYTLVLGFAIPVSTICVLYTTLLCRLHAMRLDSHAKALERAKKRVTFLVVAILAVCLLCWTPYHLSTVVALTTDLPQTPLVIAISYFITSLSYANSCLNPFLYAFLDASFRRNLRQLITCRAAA
OXTR ag: activates the human oxytocin receptor. CHO-OTR cells, Fluo-8 calcium fluorescence; normalized: DMSO 0%, oxytocin 100%. activation, % at 3 µM. 0.32% of 320,000 active. AID 2435;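 active means activation above the mean of all tested compounds plus 3 SD, cutoff set per screening run, cut at about 20% in these data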;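 further: peak over basal fluorescence ratio from a 100 s FLIPR kinetic read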
TAAR1 antagonist: antagonists of human TAAR1 | inhibition, % at 3 µM | AID 624466 | 1.5% of 360,000 active | Q96RJ0 | CHO RD-HGA16 TAAR1, Fluo-8 calcium fluorescence, antagonist;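 active means inhibition above a per-plate cutoff, the mean inhibition of test compounds on that plate plus 3 SD, cut at about 49% in these data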;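 further: 0% = DMSO plus EC80 beta-PEA response and 100% = DMSO alone without agonist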
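Material: CHO RD-HGA16 cells bearing hTAAR1; compound dosing: one-point dosing, 3 µM nominal final; schedule: dye loading 75 min at 37 °C, then 30 min room temperature; measured by: calcium fluorescence with Fluo-8; control set: vehicle and agonist controls; replication: n of 1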
V1R ag counter: activates human V1a receptor in oxytocin agonist counter-screen | CHO-V1R cells, Fluo-8 calcium fluorescence, agonist mode; 0% DMSO, 100% 3 nM vasopressin | activation, % at 3 µM | P37288 | AID 2797 | 0.25% of 320,000 active;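 active means activation above the mean activation of all tested compounds plus 3 SD, per screening run, cut at about 20% in these data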;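 further: signal is peak over basal fluorescence ratio across a 100 second FLIPR read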
Target sequence (P37288 whole entry, looked up): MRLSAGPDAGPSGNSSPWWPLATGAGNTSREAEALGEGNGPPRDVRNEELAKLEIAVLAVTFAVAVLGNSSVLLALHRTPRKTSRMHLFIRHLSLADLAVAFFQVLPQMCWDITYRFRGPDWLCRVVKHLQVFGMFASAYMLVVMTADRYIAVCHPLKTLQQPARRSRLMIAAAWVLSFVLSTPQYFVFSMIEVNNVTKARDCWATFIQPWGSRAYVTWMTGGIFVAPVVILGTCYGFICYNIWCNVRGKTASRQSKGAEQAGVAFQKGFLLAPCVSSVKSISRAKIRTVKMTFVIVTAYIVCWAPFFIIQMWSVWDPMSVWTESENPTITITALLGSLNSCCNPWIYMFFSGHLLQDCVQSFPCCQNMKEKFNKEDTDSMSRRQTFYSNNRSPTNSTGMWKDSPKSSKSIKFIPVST
M1 PAM parental: nonselective activator or artifact in parental CHO-K1 calcium assay. ATP EC20, Fluo-8 calcium fluorescence; 0% at ATP EC20, 100% at ATP max. activation, % at 3 µM. 0.02% of 360,000 active. AID 602247;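 active means activation above the run cutoff, the mean activation of all test compounds plus 3 SD, cut at about 40% in these data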;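 further: peak over basal fluorescence ratio in a 140 s read after ATP addition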
M1 ag parental: nonselective activator or artifact in parental CHO-K1 cells. Fluo-8 calcium fluorescence; scaled to maximal ATP response, vehicle zero. activation, % at 3 µM. 0.48% of 360,000 active; in the data active means activation above about 15%;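 further: untransfected CHO-K1 host cells lacking M1 receptor as counterscreen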
CHO parental Ca: signal in parental CHO cells, OX1R antagonist counter-screen | parental CHO-K1, ATP-induced calcium, Fluo-8 fluorescence | inhibition, % at 5.6 µM | 0.63% of 330,000 active;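 active means inhibition above that plate's mean sample inhibition plus 3 SD, cut at about 26% in these data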;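 further: 0% = ATP-challenged DMSO wells and 100% = DMSO wells without ATP; some compounds past the cut are filed as inactive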
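Test system: untransfected parental CHO cell line; also added: ATP stimulus; dosing: 5.6 µM, single dose; signal: calcium-sensitive Fluo-8 fluorescence; measure: percent inhibition of ATP-evoked calcium rise, normalized to controls; benchmarks: low control ATP plus DMSO, high control DMSO only; replication: one well per compound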
CHO-K1 Ca antag: nonselective inhibitor or artifact in parental CHO-K1 cells. ATP-induced calcium, Fluo-8 fluorescence. inhibition, % at 3 µM. 0.6% of 360,000 active. AID 602250;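 active means inhibition above a per-plate cutoff, the plate's mean sample inhibition plus 3 SD, cut at about 24% in these data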;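 further: 0% = DMSO plus EC80 ATP and 100% = DMSO alone without ATP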
OXTR potentiate: potentiates the human oxytocin receptor response | CHO-OTR cells, Fluo-8 calcium fluorescence, potentiator mode; 0% = oxytocin EC15, 100% = EC100 | activation, % at 3 µM | 0.061% of 320,000 active;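 active means activation above that plate's cutoff, the mean activation of tested compounds plus 3 SD, cut at about 6.6% in these data, passing the limit was not always enough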;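 further: 100% uses oxytocin at 75 nM as the full agonist control; some results filed as inactive read as strong as hits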
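Assay system: CHO cell line stably expressing human OTR. Reagent: EC15 oxytocin agonist. Dosing: single dose, 3.0 µM nominal final compound concentration. Timing: compound 6 min at room temperature before oxytocin, 100 s read. Signal: kinetic Fluo-8 calcium fluorescence. Controls: oxytocin EC15 low and EC100 high.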
* marks the source's active call; other numbers are inactive results; · = not tested or not shown.

#1 Cc1ccc(C(C(=O)NC2CCCCC2)N(C(=O)c2csnn2)c2ccccc2F)o1 (stereo unspecified)
#2 CCCOc1ccc(OCCSc2ncccn2)cc1
#3 COCCNC(=O)c1ccc(C(=O)C(=O)c2ccccc2)cc1
#4 Cc1cc(C(=O)Nc2ccc(CC(=O)O)cc2)c(C)o1
#5 COCCn1c(=N)c(S(=O)(=O)c2ccc(Br)cc2)cc2c(=O)n3ccccc3nc21
compound no.,1,2,3,4,5
GPR7 antagonist,5,-12,-5,-4,11
OXTR ag,-0.9,0.2,-0.2,1.3,0.4
TAAR1 antagonist,-7,4,-9,21,-22
V1R ag counter,-0.3,0.7,0.0,0.0,-0.4
M1 PAM parental,2,17,16,-6,19
M1 ag parental,2.0,0.7,0.3,0.1,-0.5
CHO parental Ca,-23,-5,-19,4,-6
CHO-K1 Ca antag,-12,-10,-8,-12,-6
OXTR potentiate,-7,-17,-3,9,-7

#6 CC(Sc1n[nH]c(-c2cccs2)n1)C(=O)N1CCCC1 (stereo unspecified)
#7 Oc1ccc(C[C@@H]2CNCCN2CC2CCCCC2)cc1
#8 C=C(C)C(=O)N1CC2(CC(c3cccc(NC(=O)/C(C)=C\C)c3)=NO2)C[C@H]1C(N)=O (stereo partly specified)
#9 CC1C=CCC2C(=O)N(c3ccc(OC(=O)c4ccco4)cc3)C(=O)C12 (stereo unspecified)
#10 O=C(NC1CCCCC1)NS(=O)(=O)c1ccc2c(c1)CCC2
compound no.,6,7,8,9,10
GPR7 antagonist,·,·,·,19*,·
OXTR ag,1.4,2.2,-0.4,1.5,·
TAAR1 antagonist,2,-6,2,-15,-8
V1R ag counter,0.4,1.2,0.2,0.8,·
M1 PAM parental,21,3,26,15,-1
M1 ag parental,0.8,0.5,0.1,0.5,0.2
CHO parental Ca,-12,3,-10,-4,·
CHO-K1 Ca antag,-14,3,-11,-12,-7
OXTR potentiate,1,-10,-2,-5,·

#11 Cc1ccc(C(=O)COc2ccccc2N2C(=O)c3ccccc3C2=O)cc1
#12 COc1cccc(C2C=C(c3cccs3)Nc3ncnn32)c1OC (stereo unspecified)
#13 NS(=O)(=O)c1cccc(NC(=O)CCS(=O)(=O)c2ccc(Cl)cc2)c1
#14 C[C@@H]1CCCCO[C@H](CN(C)Cc2ccc3c(c2)OCO3)[C@@H](C)CN([C@H](C)CO)C(=O)c2cc(NC(=O)c3ccccc3)ccc2O1
#15 Cc1nc(NS(=O)(=O)c2ccccc2C)c2c3c(sc2n1)CCC3
compound no.,11,12,13,14,15
GPR7 antagonist,-5,5,-8,·,2
OXTR ag,0.3,1.6,-0.4,·,0.3
TAAR1 antagonist,-8,·,-28,-3,5
V1R ag counter,0.5,0.6,0.5,·,0.7
M1 PAM parental,-2,3,11,-8,·
M1 ag parental,0.1,0.9,0.4,-0.7,·
CHO parental Ca,-7,-15,-3,·,-8
CHO-K1 Ca antag,6,-3,-7,-5,·
OXTR potentiate,2,-17,1,·,3

#16 CCOC(=O)c1ccc(CSc2ncn[nH]2)o1
#17 O=C(CCNS(=O)(=O)c1ccccc1C(F)(F)F)N1CCCCCCC1
#18 COc1cc(S(=O)(=O)N2CCOCC2)ccc1NC(=O)COC(=O)c1ccc(Cl)nc1
#19 Cc1ccc(C(=O)Nc2cccc(-c3ccc(N4CCOCC4)nn3)c2)cc1
#20 C/C(=N/NC(=O)OC(C)(C)C)c1ccco1
compound no.,16,17,18,19,20
GPR7 antagonist,0,·,·,·,-5
OXTR ag,-0.5,-0.4,0.7,-2.0,0.1
TAAR1 antagonist,4,4,16,25,2
V1R ag counter,-0.3,0.6,0.3,-1.4,0.1
M1 PAM parental,5,-5,5,2,-1
M1 ag parental,2.0,0.2,0.9,2.1,2.6
CHO parental Ca,0,-11,2,-3,-9
CHO-K1 Ca antag,16,10,-9,3,10
OXTR potentiate,-1,-8,-2,-6,3

#21 CCOc1ccc(NC(=O)CCC(=O)c2ccc(OC)cc2)cc1
#22 CCOc1ccc(C(=O)OCCN(C)C)cc1
#23 Cc1cc2c(cc1C)N[C@]1(C[C@H]3CCCC(=O)N4CC[C@@H](C1)[C@@H]34)C(=NC(C)(C)CC(C)(C)C)N2
#24 CCOCCCN(C(=O)c1snc(C(N)=O)c1N)C(C(=O)NC1CCCC1)c1ccc(F)cc1 (stereo unspecified)
#25 Cc1cc(C(=O)CSc2ccccc2)cc(C)c1O
compound no.,21,22,23,24,25
GPR7 antagonist,-10,5,·,-2,-10
OXTR ag,1.0,4.3,·,-1.7,0.4
TAAR1 antagonist,-22,-8,-2,-16,9
V1R ag counter,-0.4,1.1,·,-0.9,0.0
M1 PAM parental,0,13,13,17,-7
M1 ag parental,0.5,0.4,-0.2,-0.3,1.3
CHO parental Ca,-18,-5,·,-27,-8
CHO-K1 Ca antag,7,-10,-20,-10,-19
OXTR potentiate,-12,-4,·,-9,-3

#26 Cn1cc(C(=O)N2CCCCCC2)c(=O)c2cc(S(=O)(=O)N3CCCCC3)ccc21
#27 O=C(CSc1nccn1-c1cccc(Cl)c1)NO
#28 O=C1CC(=O)N(CCc2ccccc2)C(=O)N1CCc1ccccc1
#29 O=C(C1CCC1)N(CCc1ccccc1)Cc1nc2ccccc2c(=O)[nH]1
#30 CC/C=C/C(=O)N1CC2(CC(c3cccc(NC(=O)CCCCC)c3)=NO2)C[C@H]1C(N)=O (stereo partly specified)
compound no.,26,27,28,29,30
GPR7 antagonist,-4,-11,-5,-11,·
OXTR ag,-0.1,0.0,-0.8,-2.1,-0.1
TAAR1 antagonist,-8,-21,-1,12,8
V1R ag counter,1.0,-0.1,-0.5,-1.1,0.0
M1 PAM parental,5,25,-2,-3,2
M1 ag parental,0.7,1.5,-0.2,1.0,0.2
CHO parental Ca,-10,-12,-13,-35,-11
CHO-K1 Ca antag,-13,-11,-7,11,-9
OXTR potentiate,-4,-5,-7,-6,-3

#31 N#C/C(=C/c1ccccc1OCc1ccc(F)cc1)c1ccc(C(=O)O)cc1
#32 O=C(CCl)NC(Cc1ccccc1)C(=O)OCC(=O)c1ccc(-c2ccccc2)cc1 (stereo unspecified)
#33 COc1ccc(C(=O)NC2CC2)cc1OC1CCN(C/C=C/c2ccccc2)CC1
#34 CCCOc1cccc(C2/C(=C(/O)c3ccc(F)cc3)C(=O)C(=O)N2CCN(C)C)c1 (stereo unspecified)
#35 CCOc1ccc(-c2cccc(NC(=O)COc3ccccc3)c2)nn1
compound no.,31,32,33,34,35
GPR7 antagonist,-8,·,7,0,-5
OXTR ag,-0.9,·,-0.4,0.4,1.5
TAAR1 antagonist,3,60*,-18,-5,·
V1R ag counter,0.1,·,0.1,1.1,1.6
M1 PAM parental,14,-7,26,11,11
M1 ag parental,1.0,0.7,0.5,0.2,6.0
CHO parental Ca,-5,·,-23,-12,-23
CHO-K1 Ca antag,-10,-4,-1,-5,-10
OXTR potentiate,-1,·,-7,-9,-2

An excerpt of these results, as a markdown table:
| # | SMILES | GPR7 antagonist | OXTR ag | TAAR1 antagonist | V1R ag counter | M1 PAM parental | M1 ag parental | CHO parental Ca | CHO-K1 Ca antag | OXTR potentiate |
| --- | --- | --- | --- | --- | --- | --- | --- | --- | --- | --- |
| 24 | CCOCCCN(C(=O)c1snc(C(N)=O)c1N)C(C(=O)NC1CCCC1)c1ccc(F)cc1 (stereo unspecified) | -2 | -1.7 | -16 | -0.9 | 17 | -0.3 | -27 | -10 | -9 |
| 25 | Cc1cc(C(=O)CSc2ccccc2)cc(C)c1O | -10 | 0.4 | 9 | 0.0 | -7 | 1.3 | -8 | -19 | -3 |
| 26 | Cn1cc(C(=O)N2CCCCCC2)c(=O)c2cc(S(=O)(=O)N3CCCCC3)ccc21 | -4 | -0.1 | -8 | 1.0 | 5 | 0.7 | -10 | -13 | -4 |
| 27 | O=C(CSc1nccn1-c1cccc(Cl)c1)NO | -11 | 0.0 | -21 | -0.1 | 25 | 1.5 | -12 | -11 | -5 |
| 28 | O=C1CC(=O)N(CCc2ccccc2)C(=O)N1CCc1ccccc1 | -5 | -0.8 | -1 | -0.5 | -2 | -0.2 | -13 | -7 | -7 |
| 29 | O=C(C1CCC1)N(CCc1ccccc1)Cc1nc2ccccc2c(=O)[nH]1 | -11 | -2.1 | 12 | -1.1 | -3 | 1.0 | -35 | 11 | -6 |
| 30 | CC/C=C/C(=O)N1CC2(CC(c3cccc(NC(=O)CCCCC)c3)=NO2)C[C@H]1C(N)=O (stereo partly specified) | · | -0.1 | 8 | 0.0 | 2 | 0.2 | -11 | -9 | -3 |
| 31 | N#C/C(=C/c1ccccc1OCc1ccc(F)cc1)c1ccc(C(=O)O)cc1 | -8 | -0.9 | 3 | 0.1 | 14 | 1.0 | -5 | -10 | -1 |
| 32 | O=C(CCl)NC(Cc1ccccc1)C(=O)OCC(=O)c1ccc(-c2ccccc2)cc1 (stereo unspecified) | · | · | 60* | · | -7 | 0.7 | · | -4 | · |

Going on with the list:
#36 Cc1cccc(NC(=S)N2CCN(c3ccccc3F)CC2)c1C
#37 CN(C)S(=O)(=O)c1ccc(C(=O)NC(=O)CSc2ccccc2)cc1
#38 Cc1cc(COc2ccccc2)oc1C(=O)O
#39 O=C1NC(=O)C2(COC(c3ccncc3)OC2)S1 (stereo unspecified)
#40 CC(C)c1ccc(/C=C2\SC(=S)N(CC(=O)NCCCN3CCOCC3)C2=O)cc1
compound no.,36,37,38,39,40
GPR7 antagonist,14,-5,-3,-5,2
OXTR ag,-0.6,0.8,-0.9,0.6,-1.1
TAAR1 antagonist,-12,-14,-14,-3,-25
V1R ag counter,-0.1,1.7,1.3,0.6,2.1
M1 PAM parental,-18,24,-16,3,-4
M1 ag parental,-0.2,2.0,0.1,-0.5,0.7
CHO parental Ca,-6,-13,-2,-2,-17
CHO-K1 Ca antag,8,-17,6,16,-20
OXTR potentiate,-9,-6,-12,2,-9

#41 O=[N+]([O-])c1ncccc1OCc1ccc(Br)cc1F
#42 O=C1c2ccncc2C(=O)N1c1cccc(Cl)c1
#43 OC(c1ccccc1)c1ccccc1CN1CCCNC1=S (stereo unspecified)
#44 CCCC(=O)NC(C)C(c1cccs1)N1CCN(C)CC1 (stereo unspecified)
compound no.,41,42,43,44
GPR7 antagonist,-3,8,·,-9
OXTR ag,0.2,-0.1,·,2.0
TAAR1 antagonist,-2,-13,-8,8
V1R ag counter,-0.1,1.1,·,0.7
M1 PAM parental,0,15,-14,8
M1 ag parental,0.9,-0.2,-0.6,0.7
CHO parental Ca,0,-6,·,8
CHO-K1 Ca antag,-13,-8,22,-14
OXTR potentiate,-7,-1,·,-2
